FUS suppressor – qHTS for Suppressors of FUS Proteinopathy: Primary screen using FUS-linked yeast assay | S. cerevisiae FUS-expressing, growth rescue, OD600, 24 h | 0.24% of 390,000 active | AID 1347120, 2019 | Potency, µM (series often up to 76.6 µM), for the others: at the highest dose growth rescue (activation), hits mostly activators;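 further: potency means the concentration at half of the fitted maximal effect; plate controls were DMSO vehicle for no effect and reference control for full effect; nearly all actives have a fitted effect of over 55% in size; some results filed as inactive show a strong effect at the top dose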
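Toxicity suppression screen in FUS-yeast. Cells induced with 2% galactose, starting OD 0.005, treated 24hr at 30C with compounds at multiple final concentrations; growth by OD600.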
EPAC2 agonist – qHTS for Agonist of cAMP-regulated guanine nucleotide exchange factor 4 (EPAC2): primary screen | EPAC2 activation, biochemical qHTS; response scale: 100% = 6.5 mM cAMP response | Potency, µM (highest dose often 154 µM), without a hit: at the highest dose activation, most hits filed as activators | 0.079% of 360,000 active | AID 720711, 2013; further: potency means the concentration at half of the fitted maximal effect; nearly all actives have a fitted effect of over 50% in size
Target sequence (Q8WZA2 whole entry, looked up): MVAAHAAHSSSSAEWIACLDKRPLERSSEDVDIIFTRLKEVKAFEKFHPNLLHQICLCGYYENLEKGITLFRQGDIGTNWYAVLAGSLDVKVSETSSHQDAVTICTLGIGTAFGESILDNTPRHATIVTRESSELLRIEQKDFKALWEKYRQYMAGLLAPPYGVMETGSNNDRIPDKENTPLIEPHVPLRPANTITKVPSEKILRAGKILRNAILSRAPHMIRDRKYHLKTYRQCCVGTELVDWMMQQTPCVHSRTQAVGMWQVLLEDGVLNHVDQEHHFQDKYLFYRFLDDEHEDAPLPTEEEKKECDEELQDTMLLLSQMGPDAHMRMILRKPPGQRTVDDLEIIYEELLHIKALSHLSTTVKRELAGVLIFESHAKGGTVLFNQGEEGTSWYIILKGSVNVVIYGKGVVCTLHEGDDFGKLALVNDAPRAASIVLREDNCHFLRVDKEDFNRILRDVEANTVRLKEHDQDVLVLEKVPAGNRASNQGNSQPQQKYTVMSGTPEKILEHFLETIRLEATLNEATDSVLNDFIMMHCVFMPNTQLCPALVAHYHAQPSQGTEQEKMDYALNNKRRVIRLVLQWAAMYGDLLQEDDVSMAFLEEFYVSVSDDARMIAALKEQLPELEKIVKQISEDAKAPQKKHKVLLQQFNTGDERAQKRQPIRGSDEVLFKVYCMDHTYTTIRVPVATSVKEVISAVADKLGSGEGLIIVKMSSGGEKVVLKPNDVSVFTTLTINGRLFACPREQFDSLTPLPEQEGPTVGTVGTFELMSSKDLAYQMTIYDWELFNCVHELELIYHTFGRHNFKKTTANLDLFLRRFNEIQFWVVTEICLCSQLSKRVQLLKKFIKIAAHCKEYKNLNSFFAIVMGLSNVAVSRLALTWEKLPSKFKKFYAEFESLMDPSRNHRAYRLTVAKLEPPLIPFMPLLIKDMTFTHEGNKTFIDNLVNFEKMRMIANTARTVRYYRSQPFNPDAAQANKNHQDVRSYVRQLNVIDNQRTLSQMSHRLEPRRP
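Guanine nucleotide exchange by EPAC2 is measured as reduced fluorescence of BODIPY-GDP once it is released from 250 nM Rap1B. Plates are read kinetically for 30 min at room temperature; results are scaled to 6.5 mM cAMP.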
DRD3 agonist – qHTS of D3 Dopamine Receptor Agonist: qHTS | D(3) dopamine receptor (Homo sapiens), P35462 | D3R DiscoveRx beta-arrestin cells, luminescence, 90 min | max activation, % | 0.58% of 410,000 active | AID 652048, 2013; in the data active means max activation above about 30%; further: 0% is about no effect; mostly tested at two doses, the higher about 12 µM
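Agonist mode: compounds and dopamine controls were applied to plated cells for 90 min at 37 degrees C after an overnight attachment at 1500 cells/well. Luminescent read-out followed 30 - 60 minutes at room temperature with DiscoveRx detection reagent.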
D3 antag – qHTS of D3 Dopamine Receptor Antagonist: qHTS; 2.5% of 360,000 active; D(3) dopamine receptor (Homo sapiens), P35462; max response, negative = inhibition, %; D3R cells, DiscoveRx beta-arrestin luminescence, antagonist mode; hits give low values; in the data active means max response below about -50%; inconclusive means no clear call, values can overlap the other calls; further: on the % scale 0 is the no-effect control and ±100 the full control effect; mostly tested at two doses, the higher about 12 µM
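Cells expressing the human receptor were seeded at 1500 cells/well, incubated overnight at 37 degrees C in 5% CO2, then exposed to library compounds with dopamine controls for 90 minutes at 37 degrees C before luminescent detection.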
TDP-43 yeast inh – qHTS of TDP-43 Inhibitors; 1.8% of 410,000 active; TDP-43 expressing yeast growth rescue, BacTiter-Glo, 24 h; Potency, µM (series often up to 46.1 µM), without a hit: top-dose growth rescue (activation), hits mostly activators; further: potency means the concentration at half of the fitted maximal effect; % of control where 0% means no effect; nearly all actives have a fitted effect of over 50% in size
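Yeast expressing TDP-43 (pregrown in raffinose, seeded at OD600=0.02 in galactose medium) exposed to compounds 24 hr at 30 deg C. Growth read by BacTiter-Glo luminescence; rescue of toxicity appears as increased signal.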
EPAC2 antag – qHTS for Antagonist of cAMP-regulated guanine nucleotide exchange factor 2 (EPAC2): primary screen; Rap guanine nucleotide exchange factor 4 (Homo sapiens), Q8WZA2; EPAC2 GEF exchange of Rap1B-BODIPY-GDP, fluorescence; Potency, µM (series often up to 114 µM), inactives show at the highest dose activity, negative = inhibition, hits mostly inhibitors; 0.18% of 360,000 active; AID 720708, 2013; further: potency means the concentration at half of the fitted maximal effect; on the % scale 0 is the no-effect control and ±100 the full control effect; nearly all actives have a fitted effect of over 45% in size; many of its hits are not listed in these tables
aSyn yeast inh – qHTS of alpha-syn Inhibitors; Yeast expressing alpha-synuclein, growth rescue, BacTiter-Glo, 24 h; Potency, µM (top dose mostly 46.1 µM), for the others: at the highest dose growth rescue (activation), actives largely listed as activators; 0.14% of 370,000 active; AID 652106, 2013; further: potency means the concentration at half of the fitted maximal effect; % of control where 0% means no effect; nearly all actives have a fitted effect of over 65% in size
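Rescue of yeast growth: cells expressing toxic alpha-synuclein, induced in galactose at OD600 0.02, incubated with compound 24 h at 30 C. ATP luminescence quantified growth; inhibitors of toxicity appear as activators.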
Abeta yeast res – qHTS for compounds that reverse cellular toxicity of Amyloid beta (A-beta) peptide in yeast: Primary Screen | yeast expressing A-beta42, growth rescue, OD600, 48 h; response scale: 0% DMSO, 100% iron-clioquinol control | Potency, µM (series often up to 46.1 µM), without a hit: at the top dose growth rescue, usual class: activators | 0.063% of 410,000 active | AID 1347071, 2019; further: potency means the concentration at half of the fitted maximal effect; nearly all actives have a fitted effect of over 55% in size
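Yeast growth medium received pinned compounds, then yeast cells expressing toxic A-beta were added; plates incubated at 30 C for 48 hr. Growth read as absorbance at 600 nm, normalized to DMSO and equimolar FeCl3 plus clioquinol controls.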
Starred values were filed as active, the others as inactive; ? = inconclusive; / = no result given; & = joins results of further samples; [ ] = another dose, or the depositor's remark. Unless noted, the call rests on the fitted dose curve; in most records, active means well fitted curve in the direction sought with a large enough effect; inconclusive means small, poorly fitted or top-dose-only effect, or another doubt; inactive means no such curve, though single readings can be large; an effect the other way counts as inactive or inconclusive.

molecule	FUS suppressor	EPAC2 agonist	DRD3 agonist	D3 antag	TDP-43 yeast inh	EPAC2 antag	aSyn yeast inh	Abeta yeast res
CCOc1ccc(C(O)Cc2nc3ccccc3n2C)cc1 (stereo unspecified)	-16%	-8%	7	0	-17%	1%	-1%	17%
CCCCC1=CC2=C(c3ccco3)C(=O)C(C)(OC(=O)c3ccc(OC)cc3)C(=O)C2=CN1CCCN(CC)CC (stereo unspecified)	?	8%	10	17	?	-9%	-3%	-19%
CCCN1C(=O)/C(=C/c2ccc3c(c2)OCO3)NC1=S	-30%	?	-10	-10	14µM*	-6%	-7%	?
Cc1ccc(S(=O)(=O)c2nnn3c2nc(N2CCOCC2)c2sccc23)cc1C	?	/	0	/	-1%	/	/	-5%
COc1ccc(CCCc2nnc(SCC(=O)N/N=C\c3ccc(O)c(OC)c3)o2)cc1C	2%	3%	1	14	17%	4%	-6%	5%
Clc1ccc(Cn2nnc(-c3ccc(N4CCOCC4)cc3)n2)cc1	11%	12%	-12	-22	-19%	14%	1%	-10%
Cc1ccc(-n2ncc3c(NCC4CCCO4)ncnc32)c(C)c1 (stereo unspecified)	-43%	2%	1	-23	28%	19%	-18%	-8%[9.22 µM]
Cc1ccc(OCC2Cn3c(nc4c3c(=O)n(C)c(=O)n4C)O2)cc1 (stereo unspecified)	-34%	-7%	2	45	7%	-1%	2%	-3%[9.22 µM]
COC(=O)c1c(NC(C)=O)csc1C	-1%	-3%	5	-8	-5%	5%	6%	-7%
O=C(NCc1ccccn1)Nc1ccc(Cl)cc1	-2%	7%	-3	8	-1%	-4%	0%	9%
CCN1CCN(S(=O)(=O)c2ccc(Cl)c(C(=O)NCc3ccco3)c2)CC1	19%	6%	4	-21	-12%	-8%	-15%	4%
COC(=O)c1ccc(CNC(=O)C23CC4CC(CC(C4)C2)C3)cc1	8%	12%	-17	-22	-5%	1%	9%	-13%
c1ccc(-c2cc3c(NCC4COc5ccccc5O4)ncnc3s2)cc1 (stereo unspecified)	16%	13%	-18	-3	19%[9.22 µM]	-4%	-13%	-3%
Cc1cccc(C(=O)NNC(=O)/C=C/C(=O)O)c1	-29%	4%	0	?	0%	34%[activator]	-1%	0%
COC(=O)C1(C)CCCC2(C)C1CCC13OCC(CC21)C(O)(C(C)C)C3O (stereo unspecified)	6%	12%	-1	-7	0%	-7%	16%	0%
COc1ccc(NC(=O)CN2C(=O)NC3(CCCCC3C)C2=O)cc1S(=O)(=O)N1CCOCC1 (stereo unspecified)	4%	5%	7	3	-6%	3%	-6%	0%
N#CC1=C(N2CCCCC2)c2cc3c(n2C1=O)CCCC3	-5%	-10%[15.6 µM]	-7	-9	14µM*	-16%	4%	-49%[inhibitor]
COc1cccc(NC(=O)C2=C(C)C(=O)OC23CCN(C(C)=O)CC3)c1	11%	/	-4	/	-3%	/	/	-11%
CCn1c(C)c(C)c2cc(C(=O)NCCc3cc(OC)ccc3OC)ccc21	?	/	3	/	27%	/	/	-6%
CC1(C)CC(CCN(Cc2ccccc2)C(=O)c2ccco2)(c2ccccc2)CCO1 (stereo unspecified)	40%	10%	15	24	15%	?	-4%	-2%
Cc1cc(C)cc(NC(=O)C(=O)NCCCN2CCOCC2)c1	7%&-1%	12%	-2&0	18	13%&15%	4%	-1%&-2%	-5%&4%
CC(=O)Nc1ccc(NC(=O)CCCc2ccccc2)cc1	5%	10%	-5	-13	3%	-7%	-6%	1%
CC(C)(C)Nc1nc(Cl)nc(Nc2ccccc2)n1	9%	2%	6	25	28µM*	-11%	1%	-12%
COc1ccc2c(c1)C(=O)N(c1ccc(C)cc1)C(=O)C2	-7%	11%	-2	1	22%	4%	17%	16%
COC(=O)c1ccc(Cn2c(O)c(N=O)c3ccccc32)o1	10%	-2%	3	-8	1%	-5%	6%	10%
Cc1ccccc1CN(c1ccc(C(N)=O)cc1)S(C)(=O)=O	3%	11%	5	-22	6%	0%	2%	-5%
Cc1ccc(-c2nnc(N(C)C(=O)c3cccnc3)s2)cc1	2%	-1%	4	12	28%	-1%	8%	-11%
CCn1c(=O)c2sccc2n(Cc2cccc(C)c2)c1=O	-14%	0%	-5	2	26%	-12%	0%	5%
COc1ccc(C(=O)Nc2ccccn2)cc1S(=O)(=O)N1CCOCC1	/	4%	6	3	-15%	0%	0%	4%
CC1(C2CC2)NC(=O)N(CC(=O)Nc2ccc(F)cc2F)C1=O (stereo unspecified)	-25%	9%	1	11	25%	3%	4%	15%
Oc1cccc(/C=N/NC(=S)NCCN2CCOCC2)c1O	3%	3%	6	1	3%	2%	-3%	-24%
COc1ccccc1NC(=O)CCc1nc(-c2ccccc2F)no1	11%	1%	-6	10	0%	6%	5%	11%
CC(=O)NC(Cc1ccc(C)cc1)C(=O)NC1CCN(C(=O)c2cnccn2)CC1 (stereo unspecified)	23%	4%	2	15	-11%	2%	0%	5%
CN(C)c1ccc(NC(=O)CN2CCC(N3CCCCC3)CC2)cc1	8%	3%	-5	?	2%	11%	-5%	1%
C=CCNC(=S)Nc1c(C(=O)OC)[nH]c2cc(OC)ccc12	14%	4%	3	5	16%	-12%	9%	0%
CC(=O)N1CCN(c2ccc(Nc3ncnc4c3oc3ccccc34)cc2)CC1	-1%	-14%	16	-64*	-15%	3%	-7%	-9%
COc1ccc(-n2cnc3cc(C(=O)NCC4CCCO4)ccc32)cc1 (stereo unspecified)	3%	14%	-8	-5	6%	6%	0%	7%
CCc1nc(SC)ncc1C(=O)NCc1cccc(Br)c1	5%	/	0	/	17%	/	/	4%
O=C(OCc1ccc(C(=O)c2ccccc2)cc1)c1cccc(-c2nnc(-c3ccccc3)o2)c1	16%	7%	-6	-19	-16%	-8%	-15%	-15%
Nc1c(Sc2ccccc2)c(=O)[nH]c(=O)n1Cc1ccccc1	-12%	5%	-15	-11	7%	-1%	1%	0%
Cn1c2ccccc2c2cnn(CC(=O)NCc3ccc(Cl)cc3)c(=O)c21	-13%	/	9	/	5%	/	/	7%
CCn1ccc2cc(S(=O)(=O)N3CCCN(C(=O)NCC(=O)OC)CC3)ccc21	-9%	/	2	/	18%	/	-2%	-14%
Cc1ccc2cc(CN(CC(C)C)S(=O)(=O)c3cccc4nonc34)c(=O)[nH]c2c1	41%	-3%	-4	4	4%	1%	-5%	0%
COc1cc(C(=O)OCC(=O)Nc2ccc(SC(F)F)cc2)cc(OC)c1OC	/	-5%	3	7	5%	-7%	0%	0%
Cc1nnsc1C(=O)NC(=O)Nc1ccc(F)c(Cl)c1	-23%	-4%	1	13	-1%	4%	-10%	-19%
CCNc1nc(NCC)nc(SCCOC(=O)Nc2ccccc2)n1	-32%	7%	-1	41	9%	-5%	-13%	2%[9.22 µM]
CCOC(=O)c1c(C)[nH]c(C)c1S(=O)(=O)NCC1CCN(Cc2ccccc2F)CC1	13%	-2%	-17	-21	9%	-6%	-13%	/
Cc1nc2ccc(S(=O)(=O)N(C)CC(=O)Nc3ccc(Br)c(C)c3)cc2s1	-14%	/	13	/	4%	/	/	7%
O=C1NC2(CCCCCC2)C(=O)N1CCS(=O)(=O)Oc1ccccc1	12%	-1%	1	-16	-10%	7%	1%	-13%
COC(=O)c1cccc(C#CC(NP(=O)(c2ccccc2)c2ccccc2)c2ccccc2)c1 (stereo unspecified)	?	13%	-13	-16	2%	-10%	-2%	-8%
COc1cccc(NC(=O)C2CCN(c3nn4cc(-c5ccc(F)cc5)nc4s3)CC2)c1	5%	/	-13	/	11%	/	/	-1%
Cc1cc(C)nc(N2CCC(C(=O)NCC3CCCCC3)CC2)n1	-4%	-3%	3	13	19%	4%	0%	-10%
COc1ccc(OCCOC(=O)c2nc3nccc(C)n3n2)cc1	-14%	1%	-9	-13	5%	3%	0%	-9%
CCN(Cc1ccccc1)C(=O)COC(=O)Cn1cnc2ccccc21	12%	7%	7	3	-4%	-11%	2%	-5%
Cn1c(=O)cc(SCC(=O)Nc2ccccn2)c2ccccc21	39%	0%	-5	32	15%	-1%	2%	8%
COc1ccc(CC(=O)OCC(=O)N2c3ccccc3CC2C)cc1OC (stereo unspecified)	2%	23%	7	0	18%	11%	5%	0%
CCOC(=O)C1(CCOC)CCN(C(C)CCc2ccc(OC)cc2)CC1 (stereo unspecified)	-19%	4%	-3	-16	-15%	1%	2%	-4%
CCc1cnc2c(c1SCC(=O)NCc1ccc(C)cc1)c(=O)n(C)c(=O)n2C	5%	/	-2	/	17%	/	/	-5%
CCOc1ncccc1C(=O)N1CCN(S(=O)(=O)c2ccc3c(c2)OCCO3)CC1	13%	12%	23	-25	-11%	-2%	1%[1.84 µM]	-14%
COc1ccc(OC)c(-c2cc(C(=O)NCc3ccco3)no2)c1	1%	19%	-27	-54*	-3%	-3%	5%	0%

Next results:
molecule	FUS suppressor	EPAC2 agonist	DRD3 agonist	D3 antag	TDP-43 yeast inh	EPAC2 antag	aSyn yeast inh	Abeta yeast res
CCN(C[C@H]1N[C@@](Cc2ccccc2)(C(=O)OC)[C@H]2C(=O)N(Cc3ccccc3)C(=O)[C@@H]12)C(=O)Nc1ccc(Cl)cc1	31%	8%	0	-27	16%	0%	-31%[inhibitor]	-5%
O=C(NCc1ccc(Cl)cc1)c1cc(=O)nc2sc(-c3ccccc3)nn12	25%	-12%	3	10	-5%	-4%	1%	5%
COc1ccc(CC(=O)N2CC(=O)Nc3ccc(F)cc3C2c2ccccc2)cc1 (stereo unspecified)	6%	/	-6	/	16%	/	/	11%
CC(=O)c1ccc(S(=O)(=O)NC2CCSc3ccccc32)cc1 (stereo unspecified)	15%	12%	-19	?	2%	0%	0%	-3%

Bioassay records: PubChem BioAssay, National Center for Advancing Translational Sciences (NCATS)

These rows are one share of the data, so the mix of outcomes need not match the whole.
